# GalR3 antagonist – GalR3 antagonists in HEK293 cells, primary screen, cell-based, fluorescence readout | AID 651719, 2012 | HEK293 GalR3-CNG cAMP membrane potential fluorescence; galR3 body fused to GalR1 C-terminus | inhibition, % at 3 µM | Galanin receptor type 3 (Homo sapiens), O60755 | hit rate 0.44% among 360,000;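 active means inhibition above the screen-wide average plus 3 SD, cut at about 13% in these data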;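 further: forskolin and galanin both at EC90 stimulate the cells; cAMP rise reported by CNG channel membrane potential dye signal; 0% = forskolin plus galanin with DMSO and 100% = forskolin alone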
# Target sequence (O60755 1-299 limits assumed): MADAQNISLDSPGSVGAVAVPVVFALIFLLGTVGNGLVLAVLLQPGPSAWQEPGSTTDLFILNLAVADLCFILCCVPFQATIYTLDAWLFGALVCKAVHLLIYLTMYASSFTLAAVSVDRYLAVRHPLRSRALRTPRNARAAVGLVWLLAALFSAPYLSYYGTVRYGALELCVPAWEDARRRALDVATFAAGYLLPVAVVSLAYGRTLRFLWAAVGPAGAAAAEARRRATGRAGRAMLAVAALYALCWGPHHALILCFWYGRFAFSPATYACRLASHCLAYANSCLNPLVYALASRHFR
# * marks the source's active call; other numbers are inactive results.
SMILES,GalR3 antagonist
COc1ccc(NC(=O)C2(C)Cc3c(-c4ccc(N(C)C)cc4)ccnc3O2)cc1OC (centres undefined),5
O=S1(=O)CC(N2CCN(Cc3ccccc3F)CC2)CN1Cc1cn(Cc2ccc(F)cc2)nn1 (centres undefined),-5
CCOc1ccc(CCN2C(=S)N([C@@H](CC(C)C)CN3CCC[C@@H]3CN3C(=S)NC[C@@H]3Cc3ccc(O)cc3)C[C@@H]2CC(C)C)cc1,-2
CC1(C(=O)Nc2ccccc2F)CCN1C(=O)Cc1cc(F)ccc1F (centres undefined),-2
CC(C)C(N)c1csc(Nc2nncc3ccccc23)n1 (centres undefined),-6
COc1cc2c(cc1OC)[C@@H](NC(=O)c1ccncc1)[C@H](C)[C@H]2c1ccccc1,-6
COC(=O)[C@]12CCCCC=C1N(Cc1ccco1)C(=O)[C@H](CC(=O)N1CCSCC1)C2,-6
Cn1cc(-c2csc(C(O)c3ccc(F)c(F)c3)n2)cn1 (centres undefined),1
O=c1[nH][nH]c2c1[C@H](c1ccc(Cl)cc1)O[C@H](C1CCCC1)C2,-3
COc1cccc(Nc2nc(C(N)Cc3ccc(F)cc3)cs2)n1 (centres undefined),-6
CCCCN(CCCC)Cc1cc(=O)oc2cc(C)c(Cl)cc12,-2
O=C(NCc1ccccc1)C(c1ccccc1F)n1c(=O)c(-c2cc3ccccc3[nH]2)nc2ccccc21 (centres undefined),-4
N#Cc1ccc(-c2ccc3nccn3c2)cc1,5
COc1ccc(OC)c(CN2C(=O)CSCC2(C)C(=O)Nc2c(C)cccc2C)c1 (centres undefined),-2
CC(C)C[C@H]1CN(CCCC[C@H]2CNC(=O)C(=O)N2CCC2CCCCC2)C(=O)C(=O)N1CC1CCCCC1,2
COc1ccc(N2CCN(c3cc(C(=O)NC4CCCCC4)ncn3)CC2)cc1OC,-4
COc1cc2c(cc1OC)[C@](C)(c1ccccc1)C[C@@H]2NCC=C(C)C,-13
Cc1cccc(C)c1NC(=O)C1(C)CSCC(=O)N1CC(F)(F)F (centres undefined),-6
CCCNC(=O)C1(C)CCCN(C/C=C/c2ccccc2)C1 (centres undefined),-4
COc1ccc([C@H]2CC(=O)C[C@@H](CCn3nnc4ccccc43)O2)cc1,4

# As a working copy, part of the list above.
SMILES,GalR3 antagonist
COc1ccc(NC(=O)C2(C)Cc3c(-c4ccc(N(C)C)cc4)ccnc3O2)cc1OC (centres undefined),5
O=S1(=O)CC(N2CCN(Cc3ccccc3F)CC2)CN1Cc1cn(Cc2ccc(F)cc2)nn1 (centres undefined),-5
CCOc1ccc(CCN2C(=S)N([C@@H](CC(C)C)CN3CCC[C@@H]3CN3C(=S)NC[C@@H]3Cc3ccc(O)cc3)C[C@@H]2CC(C)C)cc1,-2

# (further entries)
SMILES,GalR3 antagonist
CCc1nc2c(OCc3ccc(Cl)cc3)cccn2c1N(C)C(=O)c1ccc2c(c1)OCO2,-4
COc1ccc(S(=O)(=O)N2CCC[C@H]2C(=O)N2CCC[C@H]2C(=O)N[C@H](C)c2ccccc2)cc1C,-5
O=C(Nc1ccc(Cl)cc1)C1Cc2c(-c3ccc4c(c3)OCO4)ccnc2O1 (centres undefined),-3
Cc1nc2c(OCCC3CCCCC3)cccn2c1N(C)C(=O)CCC1CCCC1,-8
COc1ccc(-c2oc3c(c2C#CC(C)(C)O)C(OCCO)CC3)cc1 (centres undefined),-6
COC(=O)[C@]12CCCCC=C1N(Cc1ccccc1)C(=O)[C@H](CC(=O)N1CCCCC1)C2,-2
CC1(C(=O)NS(=O)(=O)c2ccc(F)cc2F)CCN1C(=O)Cc1ccccc1Cl (centres undefined),-6
COCCNc1nc2cc(-c3ccccc3)sc2c(=O)n1C,-1
CC(=O)c1cccc(-c2cnc3c(NC=O)cc(-c4ccc(C(=O)N5CCOCC5)cc4)cn23)c1,-1
O=C1NC[C@@H](CCCCN2C[C@H](Cc3ccccc3)N(CCc3ccc(O)cc3)C(=O)C2=O)N(Cc2ccccc2)C1=O,-4
COc1ccccc1-c1nc2ccccc2n(CC(C)C)c1=O,1
OCCN1CCN(c2nccn3ccnc23)CC1,-6
CCC(CC)C(=O)N(C)c1c(C)nc2c(OCC3CCCCC3)cccn12,-3
C[C@@H]1CCCCO[C@H](CN(C)C(=O)C2CCCCC2)[C@@H](C)CN([C@H](C)CO)C(=O)c2cc(NS(=O)(=O)c3cccs3)ccc2O1,-6
CC1(C(=O)NS(=O)(=O)c2ccc(C#N)cc2)CCN1C(=O)Cc1ccccc1Cl (centres undefined),-6
C[C@@H]1ON(C)[C@H]2C[C@H]3c4cc(-c5cc6ccccc6o5)ccc4CCN3C[C@@H]12,-7
CCOC(=O)[C@]12CCC=C1N(Cc1ccc(Cl)cc1Cl)C(=O)[C@H](CC(=O)NCc1ccccc1)C2,-7
COCCNc1nc2cc(-c3ccc(C)cc3)sc2c(=O)n1C,-6
COCCNc1nc2cc(-c3ccsc3)sc2c(=O)n1C,-7
CC1(C(=O)NS(=O)(=O)c2ccc3c(c2)CCO3)CCN1C(=O)CCC1CCCC1 (centres undefined),-6
O=c1cc(CN2CCCCCCC2)c2ccccc2o1,-5
Cc1cccc(C)c1NC(=O)C1C(c2ccc3c(c2)OCO3)=Nc2ccccc2N1C(=O)c1cccc2ccccc12 (centres undefined),-8
Cc1cc2c(cc1C)-n1nnnc1C(N1CCN(c3ccccc3F)CC1)C(=O)N2 (centres undefined),-2
CN1CCCCC(NC(=O)COCc2ccccc2)C1=O (centres undefined),-5
COC(=O)c1ccc(CC2(C)C(=O)Nc3ccc(-c4cccc(C(F)(F)F)c4)cc32)o1 (centres undefined),-8
COC(=O)c1ccc2nc(-c3ccc(Cl)cc3)c(CC3CCCCC3)n2c1,-4
COc1ccc(CC(N)c2csc(NC(=O)c3ccccc3)n2)cc1 (centres undefined),-7
Cc1ccc(-c2ccc3c(c2)O[C@H](CN(C)C(=O)Nc2ccc(C(F)(F)F)cc2)[C@H](C)CN([C@H](C)CO)S3(=O)=O)cc1,-7
Cc1ccc(S(=O)(=O)N2C[C@H]3[C@H]4C(=O)N(Cc5ccccc5)C(=O)[C@H]4CC(=O)[C@H]3[C@@H]2c2cccc3ccccc23)cc1,-6
COC(=O)C1=C(C)N(C)C(=NCc2ccccc2)NC1c1ccccc1 (centres undefined),-5
Cc1cccc(C)c1-n1nnnc1C1(C)CCC(=O)N1Cc1cccc(C(F)(F)F)c1 (centres undefined),-8
CCNC(=O)C[C@@H]1CC[C@H]2[C@@H](COC[C@H](O)CN2C(=O)C2CC2)O1,-4
CC(C)CN1CCC1(C)C(=O)Nc1ccc(OC(F)F)cc1 (centres undefined),-1
C[C@@H]1CN([C@H](C)CO)C(=O)CCCn2cc(nn2)CO[C@H]1CN(C)C(=O)c1ccncc1,-3
CCCCN1CC(N2CCCCC2)CS1(=O)=O (centres undefined),-5
CC(=O)c1cccc2c1OC(C)C(=O)N2Cc1ccc(Cl)cc1 (centres undefined),-6
COc1ccc(-c2ccc(C(=O)NCC3CC3)c3occc23)c(C)c1,4
OC(c1ccc2c(c1)OCO2)c1ncc(-c2ccc(Cl)cc2)[nH]1 (centres undefined),0
O=C(NCc1ccccn1)[C@@H]1CCCN1C(=O)[C@@H]1CCCN1,1
CCc1nc2ccc(C(=O)Nc3cccc(NS(C)(=O)=O)c3)cn2c1N(C)CCCc1ccccc1,-7

# Six of the entries above in order of their number in GalR3 antagonist, ascending:
SMILES,GalR3 antagonist
CC(=O)c1cccc2c1OC(C)C(=O)N2Cc1ccc(Cl)cc1 (centres undefined),-6
COC(=O)C1=C(C)N(C)C(=NCc2ccccc2)NC1c1ccccc1 (centres undefined),-5
CCNC(=O)C[C@@H]1CC[C@H]2[C@@H](COC[C@H](O)CN2C(=O)C2CC2)O1,-4
C[C@@H]1CN([C@H](C)CO)C(=O)CCCn2cc(nn2)CO[C@H]1CN(C)C(=O)c1ccncc1,-3
CC(C)CN1CCC1(C)C(=O)Nc1ccc(OC(F)F)cc1 (centres undefined),-1
COc1ccc(-c2ccc(C(=O)NCC3CC3)c3occc23)c(C)c1,4

# The results go on:
SMILES,GalR3 antagonist
CCCS(=O)(=O)NC(=O)C1(C)CCN(C(=O)CSc2ccccc2)C1 (centres undefined),-4
Cc1ccc(S(=O)(=O)C[C@@H]2OC[C@H](C(C)C)N2S(=O)(=O)c2ccc(C)cc2)cc1,-7
Cc1ccc(-c2cc(NC=O)c3ncc(-c4cccc(C(=O)N(C)C)c4)n3c2)cc1,-5
Cc1ccc(Cn2c(C)c(C(=O)NCc3cccc(C(F)(F)F)c3)sc2=O)cc1,4
CC(=O)Nc1cc(-c2ccc(N(C)C)cc2)cn2c(-c3ccc(F)c(Cl)c3)cnc12,-3
CN1OC[C@@H]2CN(S(=O)(=O)c3ccccc3)[C@H](c3ccc(-n4ccnc4)cc3)C[C@@H]21,-3
CCNC(=O)C1CCCN(C(=O)c2ccc(-c3ccccc3)cc2)CC1 (centres undefined),-2
CCOc1ccc2nc(S(=O)(=O)NC(=O)C3(C)CCN3C(=O)CCc3cccs3)sc2c1 (centres undefined),-2
COc1ccc(-c2ccc(C(=O)NCc3ccncc3)c3occc23)c(C)c1,90*
OC[C@H]1O[C@H](c2nc(-c3nc(-c4cccs4)no3)cs2)C[C@@H]1O,-7
Cn1ccc2c(-c3ccc(F)cc3)cc3c(c21)C1CCC3C1 (centres undefined),-7
CNC(=O)c1ccccc1C1(O)c2ccccc2CCc2ccccc21,-8
O=C(Nc1ccc2ccccc2c1)OC1CCS(=O)(=O)C1 (centres undefined),-6
NC(COCc1ccccc1)c1csc(NC(=O)Nc2cccc(Cl)c2)n1 (centres undefined),-8
O=C(Nc1ccc2c(c1)OCO2)c1cc(C2CCCCN2S(=O)(=O)c2ccccc2)on1 (centres undefined),-7
O=C(NCc1cccnc1)c1cc(C2CCCCN2C(=O)CCCc2ccccc2)on1 (centres undefined),-6
O=CNc1cc(-c2ccc(C(=O)NC3CC3)cc2)cn2c(-c3ccc(F)c(Cl)c3)cnc12,-4
CCc1nc2c(OCc3c(C)noc3C)cccn2c1N(C=O)Cc1ccc(OC)cc1,-8
COC(=O)C1=C(C)N(Cc2cccc(C(F)(F)F)c2)C(=NCc2cc(OC)c(OC)c(OC)c2)NC1CCc1ccccc1 (centres undefined),-7
C[C@@H]1O[C@H](C2CCCCC2)Cc2[nH][nH]c(=O)c21,-1
CCCCC(=O)N(C)c1c(CC)nc2c(OCCOc3ccccc3)cccn12,-8
CC(=O)Nc1ccc(-c2ccnc3c2CC(C)(C(=O)Nc2ccc(C(C)C)cc2)O3)cc1 (centres undefined),-5
Cc1cc2nc(C3CCCCC3)c(Cc3ccsc3)n2c(C)c1Br,-5
ClC(Cl)(Cl)C1=NCc2nnn(Cc3ccccc3)c2N1,3
FC(F)C(F)(F)Oc1cccc(Nc2nccn3c(-c4ccc5ccccc5c4)cnc23)c1,-2
Cc1cc(Br)cn2c(Cc3ccccc3C(F)(F)F)c(C3CCCCC3)nc12,1
CN(C)CCNc1ncnc2c1ncn2[C@H]1CN(Cc2ccncc2)C[C@@H](CO)O1,-4
CC(=O)OC[C@@H]1CN(Cc2ccccc2)C[C@H](n2cnc3c(NC4CC4)ncnc32)O1,-3
CC1CCN(C(=O)c2ncn3c2C(=O)N[C@H](C)C3)CC1,-7
CC(=O)CC1c2cc(F)ccc2C=C(c2ccsc2)N1c1ccc(-c2cccnc2)cc1 (centres undefined),-9
C[C@@H]1CCCCO[C@@H](CN(C)Cc2ccc(Cl)c(Cl)c2)[C@@H](C)CN([C@H](C)CO)C(=O)c2cc(NC(=O)Nc3ccccc3)ccc2O1,-6
Clc1cccc(-c2nc3ccc(Br)cn3c2Cc2ccccc2)c1,-7
O=[N+]([O-])c1ccc(Sc2nc3ccccc3[nH]2)c(Cl)c1,2
COc1ccc(CN2C[C@H](COCc3ccccc3)Oc3cccc(N4CCCC4)c3S2(=O)=O)cc1,-1
CC(=O)Nc1ccc(CNc2nc(NCC3CC3)nc3ccsc23)cc1,0
OC(c1ccc(F)cc1)c1nc(-c2cccc(C(F)(F)F)c2)cs1 (centres undefined),-4
CC1(C(=O)NS(=O)(=O)c2cccs2)CCN1C(=O)c1ccccc1CCc1ccccc1 (centres undefined),0
C[C@H]1CCCCO[C@@H](CN(C)CC2CC2)[C@@H](C)CN([C@@H](C)CO)C(=O)c2cc(NS(=O)(=O)c3ccccc3)ccc2O1,-8
Cc1ccccc1-c1cc2nc(Nc3ccc(F)cc3)n(C)c(=O)c2s1,-5
COC(=O)CCCC[C@@H]1O[C@H](CCc2ccccc2)Cc2[nH]c(=S)[nH]c(=O)c21,-3
CCC(c1nnnn1-c1ccc2c(c1)OCCO2)N1CCN(c2cccc(C)c2C)CC1 (centres undefined),-8
CCc1nc2ccc(C(=O)N3CCN(C(C)=O)CC3)cn2c1N(CC)C(=O)NCCc1ccccc1,-7
O=C(NCCN1CCC(n2c(=O)[nH]c3ccccc32)CC1)C(c1ccccc1)c1ccccc1,-8
O=C(Nc1ccc2c(c1)OCCO2)C(CCc1ccccc1)N(Cc1ccccc1)Cc1ccccc1 (centres undefined),-3
O=C(Nc1cccc(F)c1)c1ccc(-n2cncn2)c2ccoc12,-6
CC[C@@H]1Cc2[nH]c(=O)[nH]c(=O)c2[C@H](c2ccc(Cl)cc2)O1,-1
C[C@@H]1CN([C@H](C)CO)C(=O)c2cc(NS(=O)(=O)c3ccccc3)ccc2O[C@@H](C)CCCCO[C@@H]1CN(C)Cc1ccc(Cl)c(Cl)c1,-7
NC[C@H]1O[C@@H](n2ccc(N)nc2=O)[C@H](O)[C@@H]1O,-2
Cc1cc(NC(=O)CCc2c[nH]c3ccccc23)ccc1Oc1cccnc1,-9
Cc1ccc(C(=O)N(C)[C@H]2C[C@H]3c4[nH]c5c(-c6ccccc6)cccc5c4CCN3C(=O)[C@H]2[C@H](C)O)cc1,5
CC(=O)c1cc2cccc(OC3(C)CCN(Cc4ccc(-c5ccccn5)cc4)C3)c2o1 (centres undefined),-2
CCC(=O)N1CCC1(C)C(=O)Nc1ccc(OC)c(OC)c1 (centres undefined),-4

# From PubChem BioAssay

# A portion of the library (hit frequency here may not be typical).
